# Screening results as filed in PubChem BioAssay.
# SENP6 block = blocks the human protease SENP6 | Recombinant SENP6 catalytic domain, aminoluciferin luminescence | inhibition, % at 10 µM | 1.8% of 330,000 active;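 active = inhibition above about 50% at the single tested dose, limit read from the data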;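 also: plate controls were DMSO wells with enzyme for no effect and DMSO wells lacking enzyme for full effect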
# SENP8 block-1 = blocks human SENP8 cleavage of Nedd8 substrate; AID 602440; inhibition, % at 20 µM; 0.64% of 360,000 active; Q96LD8; recombinant SENP8, Nedd8 substrate fluorescence; in the data active = inhibition mostly above about 40%, no sharp cut-off; inactive = mostly below about 27%
# Target sequence (Q96LD8 whole entry, looked up): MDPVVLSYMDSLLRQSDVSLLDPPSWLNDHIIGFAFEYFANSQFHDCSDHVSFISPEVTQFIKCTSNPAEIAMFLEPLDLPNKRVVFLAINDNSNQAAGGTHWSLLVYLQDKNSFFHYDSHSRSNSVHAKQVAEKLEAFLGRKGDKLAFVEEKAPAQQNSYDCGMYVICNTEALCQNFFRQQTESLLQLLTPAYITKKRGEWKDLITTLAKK
# HKDC1 inhibitor = blocks human hexokinase HKDC1 activity. recombinant HKDC1, G6PDH/diaphorase resazurin coupled fluorescence. inhibition, % at 20 µM. 0.16% of 340,000 active. AID 493160;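 active = inhibition above about 35% when tested at 20 µM, limit read from the data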;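 also: plate controls were DMSO wells with enzyme for no effect and DMSO wells lacking enzyme for full effect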
#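 Test system: recombinant HKDC1 (HK5) hexokinase enzyme, produced in-house / Doses: 20 µM test compound, 1% DMSO / Timing: 90 min, room temperature / Detection: G6PDH/diaphorase-coupled fluorescence, 1 mM NADP, 100 µM resazurin, 525/613 nm / Control set: DMSO wells with and without enzyme mix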
# NLRP3 yeast inh = blocks the NALP3 inflammasome reconstituted in yeast | Yeast reconstituted NLRP3/ASC/caspase-1, beta-gal luminescence, 24 h | inhibition, % at 10 µM | 0.39% of 330,000 active | AID 2825;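 active = inhibition of 50% or more; inactive = inhibition below 50%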;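 also: plate controls were induced DMSO wells for no effect and uninduced yeast grown without galactose for full effect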
# Apaf-1 inh = human Apaf-1 inhibition | reconstituted apoptosome caspase-3 activity, DEVD-Rh110 fluorescence | 0.71% of 330,000 active | O14727 | inhibition, % at 20 µM; active = inhibition of at least 40% at 20 µM;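 also: plate controls were DMSO wells for no effect and DEVD-CHO caspase inhibitor wells for full effect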
#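 Material: cell-free apoptosome with Apaf-1, procaspase-3 and caspase-9; Buffer or medium: Hepes pH 7.5 with detergent and BSA; Reagent: cytochrome c trigger plus (Z-DEVD)2-Rh110 caspase-3 substrate; Times: compound with Apaf-1, dATP, procaspase-3 30 min, then 50 min reaction, room temperature; Technique: Rh110 fluorescence intensity.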
# SENP7 block = blocks the human protease SENP7; Q9BQF6; recombinant SENP7, Z-RLRGG-aminoluciferin luminescence, 40 min; inhibition, % at 5 µM; 1.5% of 330,000 active;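 active = inhibition above about 50% at the single test dose, limit read from the data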;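 also: plate controls were DMSO with enzyme for no effect and no enzyme buffer wells for full effect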
# Target sequence (Q9BQF6 706-1050 limits assumed): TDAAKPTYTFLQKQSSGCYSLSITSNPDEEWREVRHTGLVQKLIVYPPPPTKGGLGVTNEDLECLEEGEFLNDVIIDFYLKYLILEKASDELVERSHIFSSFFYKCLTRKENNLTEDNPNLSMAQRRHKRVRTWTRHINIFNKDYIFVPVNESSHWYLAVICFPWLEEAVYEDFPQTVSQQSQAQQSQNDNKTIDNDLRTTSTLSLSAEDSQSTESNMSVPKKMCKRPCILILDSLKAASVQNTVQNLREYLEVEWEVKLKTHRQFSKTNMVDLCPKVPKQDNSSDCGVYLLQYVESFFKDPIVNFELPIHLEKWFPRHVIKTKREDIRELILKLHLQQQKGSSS
# SENP1 inh = inhibitors of human SENP1 SUMO protease catalytic domain | Q9P0U3 | recombinant SENP1 catalytic domain, CyPet-SUMO1-YPet FRET cleavage | inhibition, % at 10 µM | 0.21% of 360,000 active | AID 624204;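 active = inhibition at least 30% at 10 µM, raw YFP signal under a set limit, fluorescence ratio 0.5 to 1.5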;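 also: 0% = enzyme with DMSO and 100% = no enzyme wells; some results filed as inactive read as strong as hits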
# Target sequence (Q9P0U3 419-644 limits assumed): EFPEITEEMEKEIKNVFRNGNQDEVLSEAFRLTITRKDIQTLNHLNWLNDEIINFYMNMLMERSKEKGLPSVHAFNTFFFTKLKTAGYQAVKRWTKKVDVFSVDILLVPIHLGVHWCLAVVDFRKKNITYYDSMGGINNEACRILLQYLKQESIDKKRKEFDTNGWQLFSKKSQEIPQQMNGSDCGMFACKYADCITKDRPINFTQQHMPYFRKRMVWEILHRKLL
#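 Controls: no-enzyme wells low, DMSO-plus-enzyme wells high control. Test system: human recombinant His6-tagged SENP1 catalytic domain enzyme. Reagent: SFCypet-SUMO1-SFYpet FRET protein substrate, 25 nM final. Doses: one dose per compound, 10 µM, 0.5% DMSO. Detection: FRET, CFP and YFP emission. Timing: 50 min reaction at room temperature.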
# PfG6PD inh = PfG6PD (Plasmodium falciparum) enzyme inhibition; inhibition, % at 20 µM; 0.78% of 350,000 active; PfGluPho enzyme, NADPH resazurin-diaphorase fluorescence; AID 504690;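 active = inhibition reaching at least a set limit at 20 µM in the primary screen, cut at about 59% in these data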;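 also: 0% = DMSO wells with substrate and 100% = DMSO wells lacking glucose-6-phosphate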
# SENP8 block-2 = SENP8 protease inhibition. Q96LD8. purified SENP8, Z-RLRGG-aminoluciferin cleavage, luminescence. inhibition, % at 10 µM. 1.2% of 330,000 active. AID 2540; in the data active = inhibition above about 50%
# Numbers without * were called inactive; nt = no result given.
SMILES,SENP6 block,SENP8 block-1,HKDC1 inhibitor,NLRP3 yeast inh,Apaf-1 inh,SENP7 block,SENP1 inh,PfG6PD inh,SENP8 block-2
Cc1ccc(CNc2ccc(N3C(=O)CCCC3=O)cc2[N+](=O)[O-])cc1,12,19,-7,-1,9,8,4,6,2
COc1ccc(CNC(=O)C2CCN(C(=O)c3ccc(F)cc3)CC2)cc1OC,-10,1,-2,-3,-10,13,3,1,6
COc1cc(C(=O)Nc2cccc(-c3nnc(-c4ccco4)o3)c2)ccc1OC(C)=O,-10,7,3,4,5,6,2,3,2
CCOC(=O)C1=C(C)Nc2nc(SC)nn2C1c1ccc(C(=O)OC)cc1 (stereo not drawn),-7,10,-10,16,3,-3,2,-18,-1
COc1ccccc1NC(=O)C(C)OC(=O)CC1CCCC1 (stereo not drawn),-2,-1,6,14,-1,5,4,-15,6
CCOc1ccc2c(c1)[N+](C)(C)C(C)(C)C=C2C,-11,-9,6,15,0,0,1,0,1
O=C(Nc1ccccc1)c1cnc2n(c1=O)CCS2,-11,-2,-2,27,-2,1,1,-11,0
Cn1cccc1C(=O)NC(=O)CSc1nc2ccccc2s1,-23,-3,4,16,6,-8,0,12,-9
CCOc1ccc(-c2nc(N)ncc2-c2ccccc2OC)c(O)c1,-13,-1,0,5,16,5,3,31,0
CCC(C)NC(=O)Cc1cn(C)c2ccccc12 (stereo not drawn),-23,23,-4,-7,0,-4,1,10,-11
Cc1ccccc1NC(=O)COC(=O)c1n[nH]c(=O)c2ccccc12,-14,18,-4,-1,-34,-10,1,-15,-14
O=C(CCc1ccccc1)Nc1nncs1,3,6,4,13,0,6,-1,-18,-6
O=C1CC(c2ccc3c(c2)OCO3)CN1 (stereo not drawn),-8,10,-7,6,-9,-2,0,0,7
CCCCc1nnc(NC(=O)CCSc2ccccc2)s1,-12,17,1,25,-2,0,-2,2,-2
Cc1c(C)n(CCN(C)C)c2ccc(C(=O)OCCN(C)C)cc12,nt,0,1,nt,nt,nt,0,-10,nt
Cc1nc(-c2ccc(S(=O)(=O)NCC3CCN(C(=O)OC(C)(C)C)CC3)s2)cs1,-23,-2,4,21,8,0,0,2,1
O=C(NCCN1CCN(c2cccc(Cl)c2)CC1)c1ccc(CSc2nc3ccncc3[nH]2)cc1,-13,14,17,1,6,4,-2,4,-10
CCOC(=O)c1cnn(-c2cc(Oc3cccc(C)c3)ncn2)c1N,-17,7,-10,14,0,2,1,-32,0
COCc1cc(=O)n2[nH]c(-c3ccccc3)cc2n1,2,-201,1,9,-1,5,3,9,-9
CCOc1ccc(C(=O)COC(=O)Cc2n[nH]c(=O)c3ccccc23)cc1,-25,0,-5,19,9,-6,-1,1,-3
CCOc1ccc(OCC)c(NC(=O)CN2CCN(CC)CC2)c1,-22,17,-4,13,5,-10,0,6,-1
COc1cc2c(C(=O)Nc3ccc4c(c3)OCO4)cn(CC(C)C)c(=O)c2cc1OC,-23,nt,nt,7,22,-5,nt,nt,-1
COc1ccccc1NC(=O)CCNS(=O)(=O)c1ccc2[nH]c(=O)oc2c1,14,4,-3,11,1,3,4,-2,8
CC(C)=C1SC(N2CCOCC2)=NC1=O,-2,19,-8,13,-5,6,2,6,0
Clc1ccc(-c2nnc3n2CCCCC3)cc1,-12,16,1,15,4,-7,2,-10,1
CC(C)CCNC(=O)C(c1cccnc1)N(CCc1ccccc1)C(=O)Cn1nnc2ccccc21 (stereo not drawn),8,22,-6,9,8,7,3,-9,5
COc1ccc(C2(C(F)(F)F)NC(=O)N(C)C(=O)N2C)cc1 (stereo not drawn),-14,13,6,9,-18,3,2,14,4
Nc1cc(SCc2ccc([N+](=O)[O-])cc2)ncn1,nt,5,-4,nt,nt,nt,2,8,nt
O=S(=O)(c1cccc(C(F)(F)F)c1)N1CCN(c2nnnn2-c2ccccc2)CC1,3,12,1,-2,10,-5,-1,1,-1
O=C(Cc1c[nH]c2ccccc12)OCCOC(=O)Cc1c[nH]c2ccccc12,4,16,7,9,12,-4,-1,30,0
C=CCSc1n[nH]c(-c2ccccc2)n1,-4,7,-9,23,-1,3,1,-7,-4
O=C(C1CN(C(=O)c2cc3cc(Cl)ccc3o2)c2ccccc2O1)N1CCCCC1 (stereo not drawn),9,15,3,15,8,-1,0,1,1
COc1ccc(CN2CCN(C(=O)c3cccc4ccccc34)CC2)cc1Br,1,7,-3,17,15,0,3,-1,-8
COc1cccc(-n2c(SC)nnc2-c2cnccn2)c1,-16,1,10,5,2,-8,-1,-1,-10
CC(C)NC(=O)c1ccccc1-c1nc(-c2ccccc2Cl)no1,-28,8,2,12,0,-7,2,-11,-2
COc1ccc(C(C#N)=C2C=CC(=NO)C(C)=C2Cl)cc1,nt,10,9,nt,nt,nt,-4,45,nt

# 12 entries already listed, arranged by length of the SMILES, highest first.
SMILES,SENP6 block,SENP8 block-1,HKDC1 inhibitor,NLRP3 yeast inh,Apaf-1 inh,SENP7 block,SENP1 inh,PfG6PD inh,SENP8 block-2
CC(C)CCNC(=O)C(c1cccnc1)N(CCc1ccccc1)C(=O)Cn1nnc2ccccc21 (stereo not drawn),8,22,-6,9,8,7,3,-9,5
COc1cc2c(C(=O)Nc3ccc4c(c3)OCO4)cn(CC(C)C)c(=O)c2cc1OC,-23,nt,nt,7,22,-5,nt,nt,-1
O=C(C1CN(C(=O)c2cc3cc(Cl)ccc3o2)c2ccccc2O1)N1CCCCC1 (stereo not drawn),9,15,3,15,8,-1,0,1,1
COc1ccccc1NC(=O)CCNS(=O)(=O)c1ccc2[nH]c(=O)oc2c1,14,4,-3,11,1,3,4,-2,8
COc1ccc(CN2CCN(C(=O)c3cccc4ccccc34)CC2)cc1Br,1,7,-3,17,15,0,3,-1,-8
COc1ccc(C2(C(F)(F)F)NC(=O)N(C)C(=O)N2C)cc1 (stereo not drawn),-14,13,6,9,-18,3,2,14,4
CC(C)NC(=O)c1ccccc1-c1nc(-c2ccccc2Cl)no1,-28,8,2,12,0,-7,2,-11,-2
COc1ccc(C(C#N)=C2C=CC(=NO)C(C)=C2Cl)cc1,nt,10,9,nt,nt,nt,-4,45,nt
Nc1cc(SCc2ccc([N+](=O)[O-])cc2)ncn1,nt,5,-4,nt,nt,nt,2,8,nt
COc1cccc(-n2c(SC)nnc2-c2cnccn2)c1,-16,1,10,5,2,-8,-1,-1,-10
Clc1ccc(-c2nnc3n2CCCCC3)cc1,-12,16,1,15,4,-7,2,-10,1
C=CCSc1n[nH]c(-c2ccccc2)n1,-4,7,-9,23,-1,3,1,-7,-4

# Continuation:
SMILES,SENP6 block,SENP8 block-1,HKDC1 inhibitor,NLRP3 yeast inh,Apaf-1 inh,SENP7 block,SENP1 inh,PfG6PD inh,SENP8 block-2
CCOC(=O)c1cccc(NC(=O)C2CCC(CNc3c(N4CCOCC4)c(=O)c3=O)CC2)c1 (stereo not drawn),12,-4,-1,16,9,8,-1,-7,-9
CCOCCCNC(=O)CN1C(=O)/C(=C/c2ccccc2)Sc2ccccc21,-1,-18,7,17,5,5,2,1,-5
C=CCOc1ccc(/C=C/C(=O)OCC(=O)NC2CCCCCCC2)cc1,-5,-1,-5,18,5,6,-2,-1,-4
Cc1nn(Cc2ccccc2)c(C)c1NC(=O)CSc1nc(-c2ccccc2)nc2c1cnn2-c1ccccc1,nt,-322,2,nt,nt,nt,1,0,nt
Cc1ccc2nc(-c3ccc(O)cc3)c(Nc3ccc4c(c3)OCCO4)n2c1,7,-403,1,16,9,-2,-15,-12,7
Cc1ccc([N+](=O)[O-])cc1Nc1nc(N2CCOCC2)nc(N2CCOCC2)n1,1,2,-7,20,-3,2,3,4,4
Cc1ccccc1N(CC(=O)NCc1ccco1)C(=O)CNS(=O)(=O)c1ccc(F)cc1,-25,10,-1,24,9,7,2,-7,-5
COc1ccc(NC(=O)CCCn2c(=S)[nH]c3ccccc3c2=O)cc1,-19,13,-6,10,8,-8,3,8,-21
COc1ccc(C(c2sc3nc(C)nn3c2O)N2CC(C)OC(C)C2)cc1OC (stereo not drawn),-4,-7,-4,17,-4,-1,-1,2,9
CC(=O)c1ccc(NC(=O)CSc2nnc(-c3ccncc3)o2)cc1,-4,-3,-6,12,6,-10,2,7,-7
O=C(NCc1ccc(Cl)cc1)c1ccccc1Oc1ccccc1,-1,18,7,40,26,-3,3,-19,-6
COc1ccc(N2CCN(C(=O)COC(=O)CCc3ccccc3OC)CC2)cc1,9,-3,-4,11,2,1,1,6,2
NC(=O)CC[C@@H]1NC(=O)[C@H](CO)NC(=O)c2cc([N+](=O)[O-])cc(I)c2NCC[C@@H](C(N)=O)NC(=O)[C@H](Cc2ccc(O)cc2)NC1=O,-13,nt,nt,4,7,-3,nt,nt,-14
COc1ccccc1NC(=O)c1nnn(CC(=O)Nc2cccc(SC)c2)c1N,-11,17,-8,-10,9,-18,1,9,-13
CC1CCN(C(=O)CN(CCc2ccccc2)S(C)(=O)=O)CC1,-23,15,-4,6,4,-2,0,-4,-2
CCOc1ccc(Nc2cc(C)nc3c(C)cccc23)cc1,9,-17,1,2,-7,-4,2,-11,0
Cc1cc(C(=O)CN2C(=O)CN(C)C2=O)c(C)n1-c1cccc(S(=O)(=O)N2CCOCC2)c1,1,3,-3,8,1,7,0,-18,0
CC(=O)Nc1ccc(NC(=O)CSc2nnc(-c3ccc4c(c3)OCO4)o2)cc1,4,-1,-1,-2,6,-4,1,-12,-14
C=C(C)CN1CCN(c2c(CCC#N)c(C)c(C#N)c3nc4ccccc4n23)CC1,-29,-295,-2,-9,17,2,-17,-12,3
COc1ccc2[nH]c3c(c2c1)CCN1C(=O)C(CC(=O)NCc2ccc(OC)c(OC)c2)C[C@H](C(=O)N(C(C)C)C(C)C)[C@@]31C (stereo partly drawn),nt,-2,-5,nt,15,1,5,-3,nt
COC(=O)CC1C(=O)NCCN1C(=O)c1ccc([N+](=O)[O-])cc1 (stereo not drawn),16,24,-5,12,-4,4,0,5,-1
NC(=O)c1ccc(NC(=O)COC(=O)c2c3c(nc4ccccc24)/C(=C\c2ccc4c(c2)OCO4)CCC3)cc1,nt,-310,-3,nt,nt,nt,-29,8,nt

# Outcome played no part in choosing rows. Share with any hit: about 4.1%.
